NS5 inhibitors: flavivirus cap methylation enzyme inhibition – biochemical, confirmation dose response, primary screen (AID 588689) | Dengue-2 NS5 methyltransferase capping enzyme assay, biochemical; higher % means a stronger effect | one-dose inhibition, % at 25 µM; IC50 in µM for titrated hits | actives 0.3% (n = 340,000); in the data active = a potency from the dose series; inconclusive = inhibition above about 29% without an active follow-up result
MgcRacGAP inhibition: MgcRacGAP GTPase-activating activity inhibitors, confirmation, biochemical, ADP Hunter fluorescence | one-dose inhibition, % at 30 µM; IC50 in µM for titrated hits | actives 0.6% (n = 340,000) | MgcRacGAP-stimulated Rac1 GTP hydrolysis, ADP Hunter fluorescence; higher % means a stronger effect; GST-tagged Rac1 F28L mutant substrate | AID 624330;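 active = first-screen hits whose inhibition reached a set limit at any dose in the follow-up dose series; inconclusive = inhibition above the set first-screen limit but never retested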;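 note: fluorescence reports GDP produced by GAP-driven GTP hydrolysis; strong numbers were not always called active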
Yfh1-off respiration: enhancers of respiration in Yfh1-depleted yeast, dose response, Friedreich's ataxia, plus single-dose screen (AID 1465); S. cerevisiae Yfh1-off respiration, WST-1 reduction, 72 h; higher fold induction means a stronger effect; fold induction at 50 µM; hits with a dose series show EC50 in µM; actives 0.074% (n = 220,000);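 active = fold induction of absorbance versus untreated yeast above a set limit, then at least 30% activation at any dose in follow-up; inconclusive = repeats straddling the limit, or above it without dose testing; inactive = fold induction below the set limit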;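 note: activators that raise dye reduction in frataxin-depleted yeast; strong numbers were not always called active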
GPR55 beta-arrestin: GPR55 agonists via beta-arrestin recruitment, primary screen, imaging, U2OS cells, beta-arrestin-GFP redistribution (AID 1961); U2OS GPR55 beta-arrestin-GFP redistribution imaging; higher % means a stronger effect; one-dose activation, % at 10 µM; EC50 in µM for titrated hits; actives 0.048% (n = 290,000);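 active = activation above 40% with more than 50 cells counted in the well; inconclusive = wells holding fewer than 50 cells, flagged as toxic or sparse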;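 note: U2OS osteosarcoma cells stably expressing GPR55 and beta-arrestin-GFP; plate controls were DMSO negative control for no effect and LPI positive control for full effect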
NTR1 agonist: agonists of NTR1, primary screen, imaging, U2OS cells, beta-arrestin-GFP, high content (AID 493036) | activation, % at 20 µM | actives 0.17% (n = 330,000) | NTR1-U2OS beta-arrestin-GFP spot imaging, agonist mode | P30989;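 active = activation at or above 40% of the spot to cytoplasm intensity ratio, with at least 20 cells analyzed; inconclusive = wells under 20 cells, flagged as cytotoxic or low count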;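 note: 0% = DMSO without peptide and 100% = 100 nM NTR1 peptide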
Target sequence (P30989 whole entry, looked up): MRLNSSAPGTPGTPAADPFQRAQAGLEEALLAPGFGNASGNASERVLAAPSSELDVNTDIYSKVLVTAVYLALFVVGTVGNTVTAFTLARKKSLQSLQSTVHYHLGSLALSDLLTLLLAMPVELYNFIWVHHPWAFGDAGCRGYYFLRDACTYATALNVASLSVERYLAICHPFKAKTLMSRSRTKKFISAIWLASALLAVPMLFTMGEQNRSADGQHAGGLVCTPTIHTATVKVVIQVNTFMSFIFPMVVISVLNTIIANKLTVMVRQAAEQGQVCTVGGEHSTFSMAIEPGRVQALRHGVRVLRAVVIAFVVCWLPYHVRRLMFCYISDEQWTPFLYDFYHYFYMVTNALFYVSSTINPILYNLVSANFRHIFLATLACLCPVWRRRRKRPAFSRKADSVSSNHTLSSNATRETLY
GPR55 antagonists: GPR55 antagonists blocking LPI-driven arrestin recruitment, primary screen, imaging, U2OS, beta-arrestin-GFP, LPI agonist (AID 2013); U2OS GPR55 beta-arrestin-GFP translocation imaging, LPI antagonism; higher % means a stronger effect; inhibition, % at 10 µM; hits with a dose series show IC50 in µM; actives 0.13% (n = 290,000);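 active = spots per cell inhibited over 60%, with over 100 cells counted and total cytoplasm intensity under 500,000; inconclusive = wells with under 100 cells, flagged as likely toxic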;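 note: U2OS cells stably carrying GPR55 and arrestin-GFP stimulated by 5 µM LPI near EC80; imaged beta-arrestin-GFP aggregate spots per cell after agonist stimulation; plate controls were LPI-stimulated DMSO wells for no effect and DMSO wells without LPI for full effect; some results filed as inactive read as strong as hits; confirmed hits need IC50 under 10 µM and bright autofluorescent wells are also inconclusive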
SV40 large T antigen: SV40 large T antigen inhibitors, biochemical (AID 1903). actives 0.39% (n = 310,000). inhibition, % at 20 µM; hits with a dose series show IC50 in µM. SV40 large T antigen ATPase/helicase inhibition assay; higher % means a stronger effect; in the data active = a potency from the dose series; inconclusive = inhibition mostly from about 32% at the one dose, without a potency; inactive = the rest, 99 in 100 with inhibition below about 32%; note: strong numbers were not always called active
GPR35 arrestin U2OS: inhibition of zaprinast-stimulated GPR35 beta-arrestin translocation – imaging, U2OS, beta-arrestin-GFP, zaprinast agonist, primary screen (AID 2058). U2OS GPR35 beta-arrestin-GFP translocation imaging, zaprinast antagonism; higher % means a stronger effect. inhibition, % at 10 µM; hits with a dose series show IC50 in µM. actives 0.052% (n = 290,000);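 active = inhibition of at least 50% with at least 30 cells and total cytoplasm GFP at most 10,000,000; inconclusive = under 30 cells or total GFP of 10,000,000 plus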
AID2073: disruptors of CaV2.2 binding to Mint1 – biochemical, HTRF (AID 2073). one-dose inhibition, % at 20 µM; IC50 in µM for titrated hits. HTRF protein-protein interaction, Mint1-CaV2.2; higher % means a stronger effect. actives 0.19% (n = 290,000); in the data active = inhibition mostly above about 51%, no sharp cut-off; inconclusive = no clear call, values can overlap the other calls; inactive = mostly below about 53%; note: some results filed as inactive read as strong as hits
NTR1 agonist cell count 20 µM: second read-out of NTR1 agonist, no call of its own (marks repeat the call); cell count; measured here: cell count, cytotoxicity flag
NS5 inhibitors pilot replicate: recorded beside NS5 inhibitors, whose call it bears; inhibition, %; measured here: pilot screen replicate inhibition
Active calls of the source: *; i = inactive; ? = inconclusive; . = no result given.

SMILES	NS5 inhibitors	MgcRacGAP inhibition	Yfh1-off respiration	GPR55 beta-arrestin	NTR1 agonist	NTR1 agonist cell count 20 µM	GPR55 antagonists	SV40 large T antigen	GPR35 arrestin U2OS	AID2073	others
Cc1ccc(/C=C/C(=O)OCC(=O)N2CC(=O)Nc3ccccc32)o1	.	5%	i	-0.1%	0.5	47	6%	7%	-7%	24%
CC1CN(c2ccc(NS(=O)(=O)c3ccccc3)cc2C(=O)O)CC(C)O1 (stereo not drawn)	8%	-8%	i	-0.2%	-0.8	62	-4%	2%	17%	-5%
COCCN(CCOC)c1nc(-c2ccccc2)nc2ccccc12	-4%	10%	.	0.3%	4.6	67	-17%	2%	-9%	8%
O=C(/C=C/c1ccccc1)NCCSc1ccc(Cl)cc1	4%	15%	i	0.0%	2.7	34	10%	1%	-6%	2%
COc1cc2oc3ccccc3c2cc1N(CC(=O)N(C)C)S(=O)(=O)c1ccc(C)cc1	-5%	13%	i	-0.2%	0.6	46	2%	3%	-10%	30%
COc1cc(NC(=O)CCn2c(=S)oc3ccccc32)cc(OC)c1OC	-2%	13%	.	-0.1%	0.4	56	10%	2%	3%	-10%
Cc1ccc(C(=O)OCC(=O)c2c[nH]c3ccccc23)cc1S(=O)(=O)N1CCCCC1	-5%	7%	i	-0.3%	7.1	74	0%	10%	1%	16%
COCCN(C(=O)COC(=O)c1cc(C)oc1C)c1c(N)n(Cc2ccccc2)c(=O)[nH]c1=O	0%	3%	.	.	0.6	65	.	17%	.	.
Cc1c(Cl)cccc1NC(=O)Nc1cccnc1	-9%	-3%	.	-0.1%	0.2	53	12%	16%	-21%	10%
COc1ccc(C)cc1S(=O)(=O)NC(C)C(=O)NC1CC1 (stereo not drawn)	-6%	6%	.	-0.1%	1.1	61	4%	-5%	-8%	10%
O=C(Nc1ccccc1)C1COc2ccccc2O1 (stereo not drawn)	-3%	5%	.	-0.1%	1.1	59	-1%	20%	-4%	4%	NS5 inhibitors pilot replicate=-2.1
Cc1cc(N2CCN(C(c3ccccc3)c3ccc(Cl)cc3)CC2)n2ncnc2n1 (stereo not drawn)	0%	7%	.	-0.2%	12	89	16%	27%	2%	-9%
OC1(CNCc2cn[nH]c2-c2cc3ccccc3o2)CCCCC1	0%	6%	i	-0.1%	-0.1	41	12%	13%	14%	-3%
CCOc1ccc(NC(=O)CSc2nc(NS(=O)(=O)c3ccc(C)cc3)cc(=O)[nH]2)cc1	-2%	29%	.	-0.1%	3.1	50	1%	.	0%	1%
CCN(C(=O)COC(=O)c1cncc(Br)c1)C1CCS(=O)(=O)C1 (stereo not drawn)	0%	6%	i	-0.3%	0.0	38	8%	3%	2%	-2%
CNC(=S)N/N=C1\CC(c2ccccc2)Oc2ccccc21 (stereo not drawn)	-10%	6%	i	0.1%	7.3	47	0%	15%	3%	-6%
CCCCC(CCC(=O)O)(C(=O)OCC)c1csc(Nc2ccc(OCC)cc2)n1 (stereo not drawn)	14%	13%	i	0.0%	0.4	44	4%	10%	4%	-28%
COc1ccccc1CCNC(=O)C(=O)NCC1OCCN1S(=O)(=O)c1cccs1 (stereo not drawn)	6%	7%	.	-0.2%	-0.6	41	-15%	0%	9%	23%
O=C(Nc1ncc2c(n1)-c1ccccc1OC2)c1ccc(F)cc1	-1%	-2%	i	-0.3%	0.5	73	10%	2%	3%	31%
CCCCNS(=O)(=O)c1ccc2nc(SCC(=O)Nc3ccccc3Cl)[nH]c2c1	-4%	10%	i	-0.2%	10	46	-10%	5%	8%	3%
CS(=O)(=O)N(CC(=O)N1CCCCC1)Cc1ccc(Cl)cc1	-6%	1%	i	0.4%	4.3	62	5%	-2%	5%	3%
COc1ccc(C)cc1S(=O)(=O)N1CCC(C(=O)N2CCOCC2)CC1	1%	3%	i	-0.1%	0.5	79	6%	11%	-6%	-1%
CC(C)c1nnc(NC(=O)CSc2nc3ccccc3s2)s1	6%	8%	i	0.2%	0.3	70	6%	5%	15%	-6%
COCCCNC(=O)CN1C(=O)/C(=C/c2ccccc2)Sc2ccccc21	1%	-2%	i	0.3%	-1.3	72	1%	11%	6%	3%
CCN(CC)S(=O)(=O)c1ccc(C(=O)NCCN2C(=O)S/C(=C\c3cccnc3)C2=O)cc1	0%	-5%	i	0.1%	1.1	46	-1%	22%	-12%	21%
O=C(NC(=O)c1ccccc1)Nc1ccccc1O	-6%	9%	.	-0.1%	-3.4	94	1%	2%	16%	10%
O=S(=O)(Nc1ccc2c(c1)OCO2)c1ccccc1	-3%	-1%	i	0.0%	0.0	90	2%	3%	-14%	-40%	NS5 inhibitors pilot replicate=-3.5
Cn1cc(Br)c(NC(=O)/C=C/C(=O)O)n1	-4%	3%	i	0.0%	1.0	48	8%	16%	15%	61%
Cc1cc(Br)ccc1OCC(=O)N1CCCCCC1	-6%	3%	i	-0.1%	0.4	84	-10%	.	12%	-1%
COC(=O)c1sc(-c2ccc(C(C)(C)C)cc2)cc1NC(=O)COCC(=O)O	.	.	i	-0.1%	1.0	49	8%	36%	-18%	10%
CCOc1ccc2ccccc2c1CNc1nnnn1CC	2%	14%	i	-0.1%	1.8	64	-9%	8%	-29%	-2%
Cc1ccc(-c2ccc(S(=O)(=O)N3CCCC3)cc2)cc1	-8%	5%	i	-0.3%	0.2	63	14%	11%	3%	17%
CCOc1ccc(/C=C2/SC(=S)N(C(C(=O)O)c3ccccc3)C2=O)cc1OCC (stereo not drawn)	22%	7%	i	-0.3%	.	.	-11%	19%	3%	12%
CCC(=O)Nc1ccc(NC(=O)c2c(C)nc3ccccn23)cc1	1%	5%	i	0.5%	0.1	50	-2%	4%	-5%	2%
Cc1cccc(-c2nsc(SCC(=O)Nc3ccc4c(c3)OCO4)n2)c1	1%	11%	i	-0.5%	7.7	51	-1%	-1%	-4%	-7%
O=C(Nc1nnc(COc2ccc(Cl)cc2)s1)c1cccs1	-4%	-2%	?	-0.1%	-1.0	45	22%	5%	2%	17%
CCc1ccc(-c2cc(C(F)(F)F)n3nc(C(=O)Nc4cnn(Cc5ccccc5C)c4)cc3n2)s1	2%	5%	i	-0.1%	2.7	83	20%	-3%	-12%	39%
COc1cc(C2CC(c3c(C)cc(C)[nH]c3=O)=NN2c2ccccc2F)cc(OC)c1OC (stereo not drawn)	-1%	-5%	.	0.0%	-0.9	82	4%	12%	13%	?
C=CCN1C(=O)/C(=C\c2cccc(OC(=O)c3ccco3)c2)SC1=S	-2%	7%	.	-0.2%	9.6	39	1%	24%	-8%	6%
CC(C)(C)Oc1ncc(Br)c(OC(C)(C)C)n1	0%	-1%	i	-0.1%	1.5	47	1%	3%	2%	-6%

Sorted by heavy-atom count (rising): part of the list above.
SMILES	NS5 inhibitors	MgcRacGAP inhibition	Yfh1-off respiration	GPR55 beta-arrestin	NTR1 agonist	NTR1 agonist cell count 20 µM	GPR55 antagonists	SV40 large T antigen	GPR35 arrestin U2OS	AID2073	others
Cc1cccc(-c2nsc(SCC(=O)Nc3ccc4c(c3)OCO4)n2)c1	1%	11%	i	-0.5%	7.7	51	-1%	-1%	-4%	-7%
COc1cc(C2CC(c3c(C)cc(C)[nH]c3=O)=NN2c2ccccc2F)cc(OC)c1OC (stereo not drawn)	-1%	-5%	.	0.0%	-0.9	82	4%	12%	13%	?
CCc1ccc(-c2cc(C(F)(F)F)n3nc(C(=O)Nc4cnn(Cc5ccccc5C)c4)cc3n2)s1	2%	5%	i	-0.1%	2.7	83	20%	-3%	-12%	39%

The list goes on.
SMILES	NS5 inhibitors	MgcRacGAP inhibition	Yfh1-off respiration	GPR55 beta-arrestin	NTR1 agonist	NTR1 agonist cell count 20 µM	GPR55 antagonists	SV40 large T antigen	GPR35 arrestin U2OS	AID2073	others
COc1ccccc1-c1cc(C(=O)Nc2cc(C)on2)no1	-1%	2%	i	-0.1%	1.1	71	12%	1%	5%	10%
O=[N+]([O-])c1c(-c2cn[nH]c2)n[nH]c1-c1cn[nH]c1	1%	9%	i	-0.1%	0.0	65	8%	.	-2%	8%
Cc1ccc(C)c(/C(O)=C2/C(=O)C(=O)N(CCN3CCOCC3)C2c2ccco2)c1 (stereo not drawn)	0%	12%	i	0.1%	5.7	68	5%	27%	13%	1%
Cc1occc1-c1nnc(SCC(=O)Nc2nc3ccccc3s2)o1	-8%	5%	i	0.5%	7.1	82	-4%	-1%	-5%	-5%
Cc1cnc(NC(=O)c2cncc(Br)c2)s1	-11%	-1%	i	-0.3%	0.4	84	12%	2%	-12%	2%
Oc1ccc(/C=N/Nc2cccc(Cl)n2)c(O)c1	-2%	29µM*	.	-0.3%	3.8	62	-14%	22%	-6%	5%
CN1C(=O)/C(=C/c2ccccc2OCc2ccc(F)cc2)N(C)C1=S	-8%	5%	i	-0.1%	5.7	72	11%	5%	18%	5%
Cc1nn(-c2ccccc2)c(C)c1/C=C/C(=O)OC(C)C(N)=O (stereo not drawn)	1%	5%	i	0.2%	0.1	71	-10%	-9%	-4%	-3%
Clc1ccsc1-c1ccc2ccccc2n1	4%	7%	i	-0.1%	-5.3	21	-2%	15%	-4%	7%
CC1(C)NC(=O)N(CCCCOc2ccc(Cl)cc2)C1=O	-5%	4%	i	-0.1%	-0.4	69	12%	6%	-1%	6%
COc1ccc(/C=c2/sc3n(c2=O)NC2(c4ccccc4)N(C)C(=O)N(C)C2(c2ccccc2)N=3)cc1 (stereo not drawn)	4%	5%	i	0.2%	0.4	51	-14%	3%	-8%	-3%
Cn1cc(C(=O)NCCO)c(=O)c2ccccc21	0%	-1%	i	0.6%	0.7	54	14%	-2%	-6%	1%
CC1(C)CC(=O)c2cnc(N3CCc4ccccc43)nc2C1	-2%	11%	i	-0.1%	1.6	56	-5%	8%	4%	3%
O=C(Nc1ncc(S(=O)(=O)c2ccc([N+](=O)[O-])cc2)s1)c1ccccc1F	-1%	10%	i	0.3%	6.9	54	4%	-2%	5%	2%
NC(=O)C1CCN(C(=O)CCC(=O)c2ccc(F)cc2)CC1	-1%	11%	.	-0.2%	0.6	86	9%	1%	-3%	13%
COc1cc(/C=N/NC(=O)c2ccc3c(c2)OCO3)ccc1O	-4%	28µM*	.	0.2%	0.9	81	-8%	-30%	-4%	17%
CCOC(=O)N1CCN(S(=O)(=O)N2CCCC(C(=O)NCCc3ccc(Cl)cc3)C2)CC1 (stereo not drawn)	-1%	0%	.	0.2%	-0.3	56	7%	2%	-8%	6%

High-throughput results as filed in PubChem.
